Screens: PubChem, several laboratories
TRPC4 PAM: positive allosteric modulators of TRPC4, primary screen, cell-based, mouse TRPC4beta, HEK293 mu-opioid, Fluo-4 calcium; Short transient receptor potential channel 4 (Mus musculus), Q9QUQ5; B-score at 10 µM; 310,000 compounds, 0.42% hits; DAMGO EC20, Fluo-4 Ca2+ flux; stronger effect = higher value;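 active means B-score of calcium response area above 5 SD of library B-scores, with initial fluorescence ratio within 5 SD of library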;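 further: B-score of integrated fluorescence ratio over time as area under calcium response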
AI-2 QS modul: Vibrio harveyi AI-2 quorum sensing modulators, primary screen, JMH597 strain, luminescence/OD600 ratio. Vibrio harveyi JMH597 AI-2 luminescence/OD600 ratio, 9 h; stronger effect = lower value; strain lacks LuxN and CqsS sensors; 0 = neutral-control median. activity change, % at 7.5 µM. 300,000 compounds, 0.4% hits. AID 2094, 2009; in the data active means activity change below about -75%, passing the limit was not always enough;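 further: luminescence divided by OD600 gain over 9 h not by final OD600 alone; inactives centre near 13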
MrgX1 ag: agonists of human MrgX1 receptor, primary screen, HEK293 cells, Fluo-4 calcium flux; 310,000 compounds, 0.44% hits; Fluo-4 calcium fluorescence, agonist mode; stronger effect = higher value; B-score at 10 µM;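 active means calcium response B-score plate-corrected fluorescence ratio at least 3 library SD, with starting fluorescence B-score inside 5 SD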
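Test system: HEK293 cells stably expressing human MrgX1 receptor; amount: 15,000 cells per well; doses: compound delivered in addition one of three; times: overnight plating before 1 h dye loading; detection: Fluo-4 NW calcium-flux fluorescence, kinetic read; read-out basis: B-scored fluorescence response ratio; controls: positive and negative controls per plate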
PolyA inhibitor: polyadenylation inhibitors in yeast reporter cells, primary screen, luminescence, S. cerevisiae; S. cerevisiae SKY197-pL101 polyadenylation reporter, beta-gal luminescence; efflux-impaired pdr1/pdr3 knockout yeast; score 100 = 6 SD above DMSO; AID 1875, 2009; calls only at 12 µM; 300,000 compounds, 0.02% hits;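 active means lowest replicate activity score at least 50, where 100 means six control SD above control mean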;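 further: yeast exposed to compound for 9 h at 30 °C; higher score means more reporter readthrough which indicates perturbed polyadenylation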
TRPC4 agonist: activators of mouse TRPC4 channel, primary screen, Fluo4 calcium, HEK293 TRPC4beta/mu-opioid cells. Fluo4 calcium fluorescence; stronger effect = higher value. B-score at 10 µM. 310,000 compounds, 0.49% hits. AID 2237, 2010;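 active means B-score above 5 SD of library B-scores, and initial fluorescence ratio not above library mean plus 5 SD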;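 further: positive B-score marks a calcium rise read as TRPC4 activation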
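Incubation: 45 min room-temperature Fluo4 loading, 110 s read / System: HEK293 cells stably co-expressing mouse TRPC4beta and mu-opioid receptor / Signal: Fluo4 fluorescence, kinetic / Control set: buffer (low) and maximal DAMGO (high) / Measure: integrated baseline-normalised fluorescence ratio, converted to per-well B score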
HIF act: HIF pathway transcriptional activators, primary screen, cell-based, U2OS HRE-luciferase, luminescence | U2OS HRE-luciferase reporter; normalized: DMSO 0%, desferrioxamine 100% | activation, % at 7.5 µM (by protocol) | 300,000 compounds, 0.32% hits | AID 1910, 2009;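 active means mean activation of at least 10% of the iron chelator positive control signal, with at least half of replicates also reaching 10%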
TRPC6 inhibitor: mouse TRPC6 channel inhibitors, primary screen, cell-based, HEK293, membrane potential dye | Short transient receptor potential channel 6 (Mus musculus), Q61143 | ACh-evoked depolarization; stronger effect = lower value | B-score at 10 µM | 310,000 compounds, 1.1% hits | AID 2553, 2010;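 active means B-score under library mean minus 3 SD, initial fluorescence not abnormally high, positive integrated signal ratio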;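 further: B-score derived from integrated fluorescence ratio over the kinetic read; more negative B-score means stronger inhibition of depolarization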
Target sequence (Q61143 whole entry, looked up): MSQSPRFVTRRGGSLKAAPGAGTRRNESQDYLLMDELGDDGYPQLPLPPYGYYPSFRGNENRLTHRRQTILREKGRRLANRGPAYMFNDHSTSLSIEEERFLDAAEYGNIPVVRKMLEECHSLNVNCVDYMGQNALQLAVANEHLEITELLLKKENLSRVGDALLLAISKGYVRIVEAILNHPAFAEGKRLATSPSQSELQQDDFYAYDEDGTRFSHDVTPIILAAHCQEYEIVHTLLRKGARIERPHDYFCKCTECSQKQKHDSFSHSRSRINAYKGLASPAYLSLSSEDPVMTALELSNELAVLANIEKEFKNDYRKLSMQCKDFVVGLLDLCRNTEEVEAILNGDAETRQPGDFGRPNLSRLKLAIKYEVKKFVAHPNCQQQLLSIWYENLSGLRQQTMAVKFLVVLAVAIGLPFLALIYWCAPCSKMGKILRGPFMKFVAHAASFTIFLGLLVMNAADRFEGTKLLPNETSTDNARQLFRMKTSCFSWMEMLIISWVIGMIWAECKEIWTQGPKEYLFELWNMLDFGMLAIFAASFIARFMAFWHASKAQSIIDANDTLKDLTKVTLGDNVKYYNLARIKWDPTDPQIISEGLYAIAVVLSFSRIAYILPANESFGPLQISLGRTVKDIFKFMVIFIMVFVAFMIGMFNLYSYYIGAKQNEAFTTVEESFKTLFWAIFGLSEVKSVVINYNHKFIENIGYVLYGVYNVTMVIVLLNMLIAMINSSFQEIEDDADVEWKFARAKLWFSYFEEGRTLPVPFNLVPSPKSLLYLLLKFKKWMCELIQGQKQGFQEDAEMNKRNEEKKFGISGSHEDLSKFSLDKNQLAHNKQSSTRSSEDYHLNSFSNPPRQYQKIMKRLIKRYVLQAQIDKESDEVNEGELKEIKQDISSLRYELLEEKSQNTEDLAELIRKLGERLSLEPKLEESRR
MrgX1 allo act: positive allosteric modulators of MrgX1, primary screen, HEK293 cells, Fluo-4 calcium flux. Mas-related G-protein coupled receptor member X1 (Homo sapiens), Q96LB2. FDSS; stronger effect = higher value. B-score at 10 µM. 310,000 compounds, 0.63% hits;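 active means plate-corrected calcium response at least 3 library SD above typical, normal starting fluorescence, not activating the receptor alone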;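 further: compound read alongside a low EC10 to EC30 dose of BAM8-22 agonist; peak minus trough fluorescence over baseline measured at the second addition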
TRPC6 act: mouse TRPC6 channel activators, primary screen, cell-based, HEK293, membrane potential dye; Short transient receptor potential channel 6 (Mus musculus), Q61143; HEK293-TRPC6 membrane potential dye fluorescence; stronger effect = higher value; B-score at 10 µM; 310,000 compounds, 0.13% hits;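 active means B-score of the integrated fluorescence ratio above library mean plus 3 SD, and starting fluorescence ratio within library mean plus 5 SD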;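 further: higher score means more depolarization so channel activation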
TRPC4 block: inhibitors of mouse TRPC4 channel, primary screen, Fluo4 calcium, HEK293 TRPC4beta/mu-opioid cells; B-score at 10 µM; AID 2247, 2010; DAMGO-evoked Fluo4 calcium flux; stronger effect = lower value; 300,000 compounds, 0.39% hits;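 active means B-score over 3 SD under the library average, no early fluorescence shift, positive overall ratio signal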
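Material: HEK293 cells with stable TRPC4beta plus mu-opioid receptor expression; probe or stimulus: DAMGO in two steps, submaximal then maximal; technique: Fluo4 calcium fluorescence by kinetic imaging, 5 s 1 Hz baseline; measure: integrated fluorescence ratio relative to baseline, converted to per-well B score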
MrgX1 antagonist: antagonists of human MrgX1 receptor, primary screen, HEK293 cells, Fluo-4 calcium flux; BAM8-22 antagonism; stronger effect = lower value; Mas-related G-protein coupled receptor member X1 (Homo sapiens), Q96LB2; 310,000 compounds, 1.3% hits; AID 588676, 2011; B-score at 10 µM;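 active means calcium-response B-score plate-corrected more than 3 library SD below zero, starting fluorescence within 5 deviations, no agonist response on first addition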;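 further: peak minus trough fluorescence over baseline after final BAM8-22 challenge near maximal dose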
The depositor's hits bear a star; i = inactive; / = no result given. Only part of the results is shown. The share of hits here may be higher or lower than overall.

SMILES	TRPC4 PAM	AI-2 QS modul	MrgX1 ag	PolyA inhibitor	TRPC4 agonist	HIF act	TRPC6 inhibitor	MrgX1 allo act	TRPC6 act	TRPC4 block	MrgX1 antagonist
COC(=O)c1cn(NC(=O)c2ccc([N+](=O)[O-])c(C)c2)c(=O)c2ccccc12	i	-11.8	i	i	i	-0.2	i	i	i	i	i
COc1ccc(-c2nc(CN3CCN(c4ccccc4OC)CC3)c(C)o2)cc1	i	24.4	i	i	i	-0.6	i	i	i	i	i
Cn1cnnc1SCC(=O)Nc1ccc(S(=O)(=O)N2CCCC2)cc1	i	-30.2	i	i	i	-0.6	i	i	i	i	i
COc1ccc(C(=O)Nc2nc3cc4c(cc3s2)OCCO4)c(OC)c1	i	16.6	i	i	i	0.4	i	i	i	i	i
O=C(N/N=C/C=C/c1ccccc1)C1CC1(c1ccccc1)c1ccccc1 (stereo unspecified)	i	18.5	i	i	i	0.4	i	14.2*	i	i	i
CCNC(=S)N(CCc1ccc(OC)c(OC)c1)Cc1cc2cc(OC)ccc2[nH]c1=O	i	17.0	i	i	i	-0.6	i	i	i	i	i
CC(=O)c1c(C)[nH]c(C(=O)NCCc2ccc(Cl)cc2)c1C	i	-1.6	i	i	i	1.1	i	i	i	i	i
CC1(C)Cc2c(sc(NC(=O)COc3ccc(Cl)cc3)c2C(N)=O)C(C)(C)N1	i	15.3	i	i	i	1.0	i	i	i	i	i
COc1ccc([N+](=O)[O-])cc1N(CC(=O)N1CCCCC1)S(C)(=O)=O	i	12.7	i	i	i	-0.1	i	i	i	i	i
O=C(CSc1nc2ccccc2c(=O)n1-c1cccc(C(F)(F)F)c1)NC1CC1	i	13.1	i	i	i	-0.3	i	i	i	i	i
Cc1ccc(NC(=O)COC(=O)CNC(=O)c2ccc(C)s2)cc1	i	1.1	i	i	i	0.1	i	i	i	i	i
COc1ccc(-c2cc(CS(=O)(=O)c3ccccc3)on2)cc1	i	9.4	i	i	i	4.7	i	i	i	/	i
CC(C)(C)C(=O)Cn1ncc(N2CCOCC2)c(Cl)c1=O	i	-0.3	i	i	i	-22.4	i	i	i	i	i
O=[N+]([O-])c1ccc(N2CCN(Cc3ccncc3)CC2)cc1	i	2.9	i	i	i	-0.1	i	i	i	i	i
Cc1cc(C)n2nc(C(=O)OCC(=O)NC3CCCCC3)nc2n1	i	37.6	i	i	i	0.2	i	i	i	i	i
COc1ccc(-n2c(=O)c3c4c(sc3n(CC(=O)Nc3cc(C)[nH]n3)c2=O)CCCC4)c(OC)c1	i	13.7	i	i	i	-0.5	i	i	i	i	i
COc1cccc(NC(=O)CCN2C(=O)C3CC=CCC3C2=O)c1 (stereo unspecified)	i	8.9	i	i	i	1.6	i	i	i	i	i
O=S(=O)(c1ccc2oc3ccccc3c2c1)N1CCOCC1	i	9.3	i	i	i	-0.4	i	i	i	i	i
N#CC1=C(N)Oc2c(oc(CO)cc2=O)C1c1ccsc1 (stereo unspecified)	i	19.6	i	i	i	0.8	i	i	i	i	i
CCN1C(=O)/C(=C2/C=CC=CN2C)OC1=S	i	12.1	i	i	i	0.3	i	i	i	i	i
O=C(c1cccc(C(=O)N2CCN(Cc3ccccc3)CC2)c1)N1CCN(Cc2ccccc2)CC1	i	15.4	i	i	i	0.1	i	i	i	i	i
O=C(O)Cn1c(SCCOc2ccc(Cl)cc2)nc2ccccc21	i	10.8	i	i	i	-0.1	i	i	i	i	i
C=CCN(c1ccccc1C(=O)O)S(=O)(=O)c1ccc(C)cc1	i	-0.9	i	i	i	0.1	i	i	i	i	i
O=c1c2ccccc2nc2c3ccccc3c(Cl)nn12	i	16.6	/	i	i	0.0	i	/	i	i	/
CCOC(=O)C1(Cc2ccc(Cl)cc2)CCN(C(=O)c2sc(C)nc2C)CC1	i	14.0	i	i	i	0.0	i	i	i	i	i
CCOC(=O)C1CN(S(=O)(=O)c2ccc(OC)cc2)c2cc(Cl)ccc2O1 (stereo unspecified)	i	9.9	i	i	i	1.3	i	i	i	i	i
Cc1ccc(S(=O)(=O)N2CCC(O)(c3cccnc3)CC2)cc1	i	15.5	i	i	i	-0.3	i	i	i	i	i
CC1CCN(c2ccc(C(=O)O)cc2)CC1	i	19.1	i	i	i	-0.3	i	i	i	i	i
S=c1[nH]nc(Cc2ccc(Cl)cc2)o1	i	35.8	i	i	i	/	i	i	i	i	i
Cc1ccccc1NC(=O)CSc1nnc(NC(=O)C2CC2)s1	i	14.5	i	i	i	0.0	i	i	i	i	i
Cc1cc(C)cc(N2CCCn3c2nc2c3c(=O)n(CC(=O)OCc3ccccc3)c(=O)n2C)c1	i	34.7	i	i	i	-0.1	i	i	i	i	i
Cc1ccc(Cl)cc1N1CCN(C(=O)c2ccc(CS(=O)Cc3ccc(Cl)cc3)o2)CC1 (stereo unspecified)	i	28.6	i	i	i	-0.1	i	i	i	i	i
Cc1cc(S(=O)(=O)Nc2ccc(C(=O)NCc3cccnc3)cc2)ccc1F	i	34.1	i	i	i	0.0	i	i	i	i	i
O=C(O)c1ccoc1CN1CCCCC1	i	6.9	i	i	i	0.4	i	i	i	i	i
COc1ccc(C2(c3ccc(O)cc3O)CC(c3ccccc3Cl)NC(=S)N2)cc1 (stereo unspecified)	11*	39.5	i	i	i	-0.1	i	i	i	i	i
CCOC(=O)c1ccc(Cl)c(NC(=O)c2cccnc2)c1	i	6.4	i	i	i	0.0	i	i	i	i	i
O=C1CC(c2cccs2)c2ccc3ccccc3c2N1 (stereo unspecified)	i	12.1	i	i	i	0.2	i	i	i	i	i
CN(C)N1C(N)=C(C#N)C(c2ccc3c(c2)OCO3)C2=C1CC(C)(C)CC2=O (stereo unspecified)	i	16.6	i	i	i	2.2	i	i	i	i	i
Cn1cccc1Cc1nnc(SCC(=O)N2CCc3ccccc32)n1-c1ccc(F)cc1	i	18.8	i	i	i	-0.2	i	i	i	i	i
Cc1ncc([N+](=O)[O-])n1CC(=O)Nc1ccc(Br)cc1	i	17.3	i	i	i	0.9	i	i	i	i	i
Nc1[nH]c(=O)nc(Nc2ccccc2)c1N=O	i	12.3	i	i	i	-0.1	i	i	i	i	i
C#CCSc1nnnn1-c1ccc(OCC)cc1	i	10.6	i	i	i	-0.3	i	i	i	i	i
Cc1cc(C)c(OCC(=O)OCC(=O)N2CCc3ccccc3C2)c(C)c1	i	16.6	i	i	i	-1.8	i	i	i	i	i
Cc1ccc(OCCCC(=O)Nc2cc(Cl)ccc2-n2cncn2)cc1	i	33.0	i	i	i	-1.7	i	i	i	i	i
CSc1ccc(-c2nnn(CC(=O)NCc3ccccc3)n2)cc1	i	13.0	i	i	i	0.1	i	i	i	i	i
CN(C)S(=O)(=O)c1cccc(N=C2SCCN2Cc2ccccc2)c1	i	17.8	i	/	i	-0.1	i	i	i	i	i
COc1ccc(C2C(C(=O)c3ccco3)=C(O)C(=O)N2CC2CCCO2)c(OC)c1 (stereo unspecified)	i	30.1	i	i	i	0.8	i	i	i	i	i
COc1cccc(CN2CCC(n3nccc3NC(=O)CCCc3ccccc3)CC2)c1	i	-81.1*	i	i	i	-0.7	i	i	i	i	i

Reformatted: entries from further up.
Below each compound – TRPC4 PAM, AI-2 QS modul, MrgX1 ag, PolyA inhibitor, TRPC4 agonist, HIF act, TRPC6 inhibitor, MrgX1 allo act, TRPC6 act, TRPC4 block, MrgX1 antagonist
CN(C)S(=O)(=O)c1cccc(N=C2SCCN2Cc2ccccc2)c1
    i, 17.8, i, /, i, -0.1, i, i, i, i, i
COc1ccc(C2C(C(=O)c3ccco3)=C(O)C(=O)N2CC2CCCO2)c(OC)c1 (stereo unspecified)
    i, 30.1, i, i, i, 0.8, i, i, i, i, i

Carrying on:
SMILES	TRPC4 PAM	AI-2 QS modul	MrgX1 ag	PolyA inhibitor	TRPC4 agonist	HIF act	TRPC6 inhibitor	MrgX1 allo act	TRPC6 act	TRPC4 block	MrgX1 antagonist
Cc1c(C(C)C)c(=O)n(-c2ccc(S(=O)(=O)N3CCOCC3)cc2)n1C	i	1.9	i	i	i	-0.1	i	i	i	i	i
Cn1c(=O)[nH]c(=O)c2c1nc(N1CCCCC1)n2C/C=N/Nc1ccc(C(=O)O)cc1	i	25.0	i	i	i	0.1	i	i	i	i	i
COc1ccccc1CNCc1cc(OC)c(OC)cc1OC	i	2.5	i	i	i	0.2	i	i	i	i	i
COc1cccc(NS(=O)(=O)NC(=O)c2cn(C)c3ccccc23)c1	i	39.7	i	i	i	1.1	i	i	i	i	i
COc1ccc(S(=O)(=O)N(C)C)cc1NC(=O)CCCSc1ccccc1	i	8.8	i	i	i	0.1	i	i	i	i	i
CC(C)(C)c1cc(CCC(=O)NCc2cccnc2)cc(C(C)(C)C)c1O	i	25.7	i	i	i	1.0	i	i	i	i	i
COc1ccccc1S(=O)(=O)N1CCN(S(=O)(=O)c2ccccc2C#N)CC1	i	-6.1	i	i	i	-1.6	i	i	i	i	i
CC(Cl)C(=O)c1c(N)n(C)c(=O)n(C)c1=O (stereo unspecified)	i	5.8	i	i	i	0.1	i	i	i	i	i
CCN(C(=O)COC(=O)CNS(=O)(=O)c1ccc2ccccc2c1)C1CCCCC1	i	21.7	i	i	i	0.9	i	i	i	i	i
COc1ccc(S(=O)(=O)N(C)CC(=O)NCCc2ccccc2)cc1OC	i	35.6	i	i	i	-0.8	i	i	i	i	i
COc1ccc(NS(=O)(=O)c2cccc(C(=O)N3CCCCCC3)c2)cc1	i	10.0	i	i	i	-1.3	i	i	i	i	i
COCCCN1C(=O)C(=O)/C(=C(/O)c2ccc(OC(C)C)cc2)C1c1cccnc1 (stereo unspecified)	i	19.1	i	i	i	0.4	i	i	i	i	i
